NFkB transloc inh: blocks IL-1B driven NFkB nuclear translocation in HUVEC cells; HUVEC IL-1B NFkB p65 nuclear translocation imaging; inhibition, % at 2 µM; 94,000 compounds, 0.43% hits; AID 796;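 active = inhibition above about 30% together with a positive call from visual inspection of the well image, limit read from the data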;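 note: nuclear over cytoplasmic p65 intensity ratio measured by imaging; 0% = IL-1B stimulated DMSO wells and 100% = unstimulated DMSO wells; values of inactives mirror those of a sister screen read the other way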
NFkB transloc pot: enhances IL-1B driven NFkB nuclear translocation | HUVEC IL-1B NFkB p65 nuclear translocation imaging | activation, % at 2 µM | 94,000 compounds, 0.3% hits | AID 819;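 active = activation above 40%, about the mean plus 3 SD, also judged a hit on visual image review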;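 note: percent activation is computed from the nuclear over cytoplasmic p65 intensity ratio; values of inactives mirror those of a sister screen read the other way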
MRP resist rev: MRP-mediated drug resistance reversal; H69AR cells + 2 uM doxorubicin, CellTiter-Glo, 72 h; differential viability (reversal), % at 10 µM; 85,000 compounds, 0.04% hits; AID 602;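 active = viability drop by adding the cancer drug above about 55%, with treated viability meeting a 40% cutoff, limit read from the data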;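 note: viability without doxorubicin minus viability with 2 µM doxorubicin for each compound; larger differential means the compound sensitizes cells more to doxorubicin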
PLAP inhibitors HTS: inhibition of human placental alkaline phosphatase – biochemical, luminescence, HTS (AID 690); purified PLAP, luminescent substrate; higher % means a stronger effect; one-dose inhibition, % at 20 µM; IC50 in µM for titrated hits; 96,000 compounds, 0.08% hits; in the data active = a potency from the dose series; inactive = the rest, 99 in 100 with inhibition below about 30%; note: strong numbers were not always called active
Bcl-B TR3 displacers: displacers of TR3 peptide from Bcl-B, primary screen, selectivity assay for Bfl-1 inhibitor project, biochemical, fluorescence polarization | AID 748 | one-dose displacement, % at 20 µM; IC50 in µM for titrated hits | FP displacement of FITC-TR3 peptide from Bcl-B; higher % means a stronger effect | 96,000 compounds, 0.11% hits;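 active = displacement above 50% at 20 µM plus a fluorescence interference ratio under 1.5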;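 note: plate controls were wells without compound for no effect and wells lacking Bcl-B protein for full effect; a part of the inactive calls stands beside numbers as strong as those of hits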
MRP resist rev cytotoxicity: also measured in MRP resist rev; calls as there; viability, %; H69AR cells, CellTiter-Glo, 72 h; measured here: cytotoxicity without doxorubicin
MRP resist rev with doxorubicin: second read-out of MRP resist rev, no call of its own (marks repeat the call); viability, %; measured here: viability with 2 uM doxorubicin; stronger effect = lower value
NFkB transloc inh cell count 2 µM: recorded beside NFkB transloc inh, whose call it bears; cell count; measured here: cells passing quality filter;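 raw number of nuclei counted in each imaged well without normalization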
NFkB transloc pot cell count 2 µM: further read-out of NFkB transloc pot, marked with its call; cell count; measured here: cells passing quality filter
* marks the source's active call; other numbers are inactive results; x = no result given.

nr	Compound	NFkB transloc inh	NFkB transloc inh cell count 2 µM	NFkB transloc pot	NFkB transloc pot cell count 2 µM	MRP resist rev	MRP resist rev cytotoxicity	MRP resist rev with doxorubicin	PLAP inhibitors HTS	Bcl-B TR3 displacers
1	COc1ccc2cc(S(=O)(=O)N3CCCCC3)ccc2c1S(=O)(=O)N1CCCCC1	4	116	-3	116	3	89	86	23%	0%
2	CCCOc1ccccc1C1CC(=O)Nc2cc3c(cc21)OCCO3 (stereo unspecified)	0	122	0	122	x	x	x	x	x
3	CNc1nc(N(C)C)nc(N(C)C)n1	-9	158	9	158	0	90	91	x	x
4	NC(=O)c1cc2cc(Cl)ccc2oc1=O	4	133	-4	133	7	97	90	12%	0%
5	CCc1ccc(CN2CCN(S(=O)(=O)Cc3ccccc3)CC2)cc1	-14	199	14	199	19	93	74	12%	-10%
6	O=C(O)c1ncn(Cc2ccccc2)c1C(=O)O	-9	135	9	135	-7	91	98	-6%	10%
7	CN(C)CCCN1C(=O)C(=O)/C(=C(/O)c2ccncc2)C1c1cccnc1 (stereo unspecified)	-12	192	12	192	-10	75	85	-3%	4%
8	O=c1c2c3c(sc2nc2sc(CN4CCCCC4)cn12)CCCC3	3	167	-3	167	-36	58	94	-13%	-4%

In the list so far, 2 have four or more nitrogen atoms:
nr	Compound	NFkB transloc inh	NFkB transloc inh cell count 2 µM	NFkB transloc pot	NFkB transloc pot cell count 2 µM	MRP resist rev	MRP resist rev cytotoxicity	MRP resist rev with doxorubicin	PLAP inhibitors HTS	Bcl-B TR3 displacers
3	CNc1nc(N(C)C)nc(N(C)C)n1	-9	158	9	158	0	90	91	x	x
7	CN(C)CCCN1C(=O)C(=O)/C(=C(/O)c2ccncc2)C1c1cccnc1 (stereo unspecified)	-12	192	12	192	-10	75	85	-3%	4%

The list continues:
nr	Compound	NFkB transloc inh	NFkB transloc inh cell count 2 µM	NFkB transloc pot	NFkB transloc pot cell count 2 µM	MRP resist rev	MRP resist rev cytotoxicity	MRP resist rev with doxorubicin	PLAP inhibitors HTS	Bcl-B TR3 displacers
9	COc1ccc(-n2nc(C(=O)NCC(=O)Nc3ccccn3)c3ccccc3c2=O)cc1Cl	6	169	-6	169	x	x	x	15%	-12%
10	COc1ccccc1-n1c(SCC(N)=O)nnc1-c1ccc(S(=O)(=O)N2CCCCC2)cc1	-4	99	4	99	1	87	86	-38%	4%
11	COc1ccccc1CNS(=O)(=O)c1ccc(C)cc1	-23	193	23	193	-4	87	90	14%	-9%
12	CCN1C(=O)CC(Sc2ccccc2N)C1=O (stereo unspecified)	5	102	-5	102	-3	85	88	-6%	-8%
13	CC(C)(C)Cc1nnc(NS(C)(=O)=O)s1	5	115	-5	115	20	106	87	x	x
14	COc1ccc(C(=O)NC(=S)NCc2ccc(-c3nc4ccccc4o3)cc2)cc1OC	-24	154	24	154	-2	85	86	-40%	-4%
15	Cc1nc2sc(C(c3cccs3)N3CCC(C(N)=O)CC3)c(O)n2n1 (stereo unspecified)	-3	49	3	49	3	88	86	-12%	-6%
16	CN1CCN(CC(=O)N2c3ccccc3C(C)(c3ccc(Cl)cc3)CC2(C)C)CC1 (stereo unspecified)	-18	180	18	180	-2	56	58	-44%	8%
17	O=C1OC(c2ccccc2)=C/C1=C/N1CCOCC1	8	78	-8	78	3	87	84	x	x
18	C/C(=N\NC(=O)C1CC1c1ccccc1)c1cccc([N+](=O)[O-])c1 (stereo unspecified)	-1	104	1	104	x	x	x	15%	14%
19	CC(C)OC(=O)CSc1nnnn1-c1ccc2c(c1)OCCO2	-1	150	1	150	22	98	76	12%	-1%
20	CCC(=O)Nc1nonc1-c1nc2ccccc2n1Cc1cccc2ccccc12	-16	114	16	114	-30	24	53	x	x
21	COc1ccc(N2CCN(C(=O)CN=C3NS(=O)(=O)C(c4ccc(C)cc4)=C3C)CC2)cc1	x	x	x	x	x	x	x	-43%	0%
22	COc1ccc(C(=O)Nc2ccc(S(=O)(=O)Nc3onc(C)c3C)cc2)cc1	-13	187	13	187	-18	88	106	-10%	-2%
23	Cc1cccc(C)c1OCC(=O)NCc1nnc(SCC(=O)NC2CCCCC2C)n1C (stereo unspecified)	-3	162	3	162	16	101	85	14%	-8%
24	CC(=O)N1CCc2c(sc(NC(=O)C3CC3)c2-c2nc3ccccc3s2)C1	x	x	x	x	-12	50	61	-44%	0%
25	O=C(C/C=N/OCc1c(Cl)cccc1Cl)c1ccc(Cl)cc1	-2	143	2	143	x	x	x	1%	4%
26	c1ccc2c(c1)CCN2CCN1CCc2ccccc21	x	x	x	x	14	83	69	5%	10%
27	Cc1nc(SC2CCOC2=O)c2c(C)c(C)sc2n1 (stereo unspecified)	6	135	-6	135	x	x	x	3%	-1%
28	Cc1cccc(OCC(=O)NCc2ccncc2)c1C	-3	68	3	68	x	x	x	13%	-3%
29	CCOC(=O)c1nn(-c2ccc(F)cc2)c(-c2ccccc2)c1C(=O)c1ccccc1	-12	139	12	139	x	x	x	-19%	6%
30	CCOC(=O)CSc1nnc(NC(=O)c2cccc(S(=O)(=O)N3CCCCCC3)c2)s1	12	155	-12	155	6	99	93	-28%	-9%
31	O=C(COc1ccc2ccccc2c1Br)N1CCOCC1	-11	135	11	135	12	98	86	x	x
32	COc1ccc(CCNC(=O)c2ccc(CNc3c(N4CCOCC4)c(=O)c3=O)cc2)cc1OC	7	158	-7	158	3	100	97	-5%	-5%
33	O=C(NCc1ccc2c(c1)OCO2)c1ccc(Cl)c(S(=O)(=O)N2CCOCC2)c1	4	172	-4	172	8	97	88	14%	4%
34	CN(Cc1c(O)ccc2c1oc(=O)c1ccccc12)C1CCCCC1	x	x	x	x	-20	53	73	17%	5%
35	O=C(NCCCn1ccnc1)c1ccc(Br)c(S(=O)(=O)N2CCOCC2)c1	20	170	-20	170	21	100	79	8%	2%
36	CCCCOCCCn1cnc2c([nH]c3cc(OC)ccc32)c1=O	-24	101	24	101	-9	80	88	34%	-7%
37	CC1CCCC(C)N1C(=O)CSc1nnnn1Cc1ccccc1 (stereo unspecified)	6	104	-6	104	12	97	84	1%	-2%
38	CN1CCN(CCCNC(=O)CCCOc2cc(=O)n(C)c3ccccc23)CC1	-4	151	5	151	10	89	79	-14%	12%
39	COc1cc(/C=N/N=C(/N)c2nonc2N)cc(Br)c1OCc1ccccc1C	-16	196	16	196	8	61	53	26%	0%
40	CC(NC(=O)C(C)(C)C)c1nc2ccccc2n1C (stereo unspecified)	x	x	x	x	-1	87	88	10%	-5%
41	C=CCSc1nnc2c(n1)OC(c1cccnc1)Nc1ccccc1-2 (stereo unspecified)	-2	149	2	149	18	103	85	-8%	-8%
42	Cc1[nH]nc2cn[nH]c12	25	100	-25	100	-14	81	95	-19%	5%
43	COc1ccc(CCn2nnnc2C(c2ccc(Cl)cc2)N2CCN(C)CC2)cc1OC (stereo unspecified)	6	185	-6	185	11	84	73	-62%	15%
44	CCc1[nH]c(C)c(C(C)=O)c1C	-17	192	17	192	9	95	86	-14%	9%
45	Cc1cccc(OCC(=O)N2CCN(C(=O)Cc3ccccc3)CC2)c1	-26	193	26	193	12	88	75	-58%	-11%
46	CC1CCCCN1C(=O)C12CCC(C)(C(=O)C1)C2(C)C (stereo unspecified)	2	207	-2	207	x	x	x	-25%	-13%
47	CC(=O)Nc1ccc(-c2cn3cccnc3n2)cc1	-7	154	7	154	x	x	x	6%	3%
48	CCN(CC)CCCNC(=O)c1cc(-c2ccc(Cl)cc2)on1	4	97	-5	97	x	x	x	-8%	-7%
49	Cn1cccc1CNC1CCCCC1	9	179	-9	179	x	x	x	0%	-6%
50	COc1ccccc1NC(=O)CSc1nc(N)cc(N)n1	3	166	-3	166	10	85	75	5%	-12%
51	CCOC(=O)CSC1=C(C#N)C(c2sccc2C)CC(=O)N1 (stereo unspecified)	-3	168	3	168	x	x	x	6%	-49%
52	Cc1nc2ncnn2c(C)c1CCC(=O)NC(C)c1ccc2c(c1)OCCO2 (stereo unspecified)	2	179	-2	179	x	x	x	12%	-8%
53	CC(C)(C)C1CCc2c(sc(NC(=O)C3CCCO3)c2C(N)=O)C1 (stereo unspecified)	8	113	-8	113	x	x	x	-38%	-3%
54	CCN(CC)CC#CCC(C)(c1ccccc1)c1ccccc1	7	97	-7	97	x	x	x	-40%	-5%
55	CC1(C)Cc2ccccc2C(NNC(=O)c2cccnc2)=N1	4	89	-4	89	5	101	96	x	x
56	CC(C)COc1ccc(C(=O)OC2CC(C)(C)OCC2CN(C)C)cc1 (stereo unspecified)	4	112	-4	112	-2	76	79	-46%	-1%
57	CSCC[C@H](NC(=O)OC(C)(C)C)c1nnc(SCC=C(C)C)o1	-7	108	7	108	-4	96	99	-66%	-1%
58	Cc1ccc2c(Cl)cc(Cl)c(OCC(=O)NCc3ccco3)c2n1	-7	184	7	184	-13	52	65	-64%	56%*
59	COc1ccc(C(C)NC(=O)c2ccoc2C)cc1OC (stereo unspecified)	-16	188	16	188	9	94	85	14%	0%
60	O=c1c2c3c(sc2nc2n1CCCS2)CCCC3	-1	133	1	133	-1	85	87	8%	0%
61	COc1ccc(N2CCN(C(=O)C3COc4ccccc4O3)CC2)cc1 (stereo unspecified)	-12	157	12	157	27	105	79	-52%	-19%
62	CC(c1nnnn1C(C)(C)C)N(Cc1cccnc1)Cc1ccccc1Cl (stereo unspecified)	-1	69	1	69	25	78	53	-64%	-1%
63	CC(C)CCNC1=NCCCCC1	-10	149	10	149	1	93	91	-13%	5%
64	O=C1CSc2ccccc2N1Cc1ccccc1F	19	125	-19	125	2	74	72	7%	-4%
65	COCCN1C(=O)C(O)=C(C(=O)c2cccs2)C1c1ccccc1 (stereo unspecified)	-26	132	26	132	-14	87	101	15%	-3%

Ordered by value in Bcl-B TR3 displacers (rising): 7 of the compounds above
| no. | Molecule | NFkB transloc pot | NFkB transloc pot cell count 2 µM | PLAP inhibitors HTS | Bcl-B TR3 displacers |
| --- | --- | --- | --- | --- | --- |
| 61 | COc1ccc(N2CCN(C(=O)C3COc4ccccc4O3)CC2)cc1 (stereo unspecified) | 12 | 157 | -52% | -19% |
| 64 | O=C1CSc2ccccc2N1Cc1ccccc1F | -19 | 125 | 7% | -4% |
| 65 | COCCN1C(=O)C(O)=C(C(=O)c2cccs2)C1c1ccccc1 (stereo unspecified) | 26 | 132 | 15% | -3% |
| 62 | CC(c1nnnn1C(C)(C)C)N(Cc1cccnc1)Cc1ccccc1Cl (stereo unspecified) | 1 | 69 | -64% | -1% |
| 60 | O=c1c2c3c(sc2nc2n1CCCS2)CCCC3 | 1 | 133 | 8% | 0% |
| 63 | CC(C)CCNC1=NCCCCC1 | 10 | 149 | -13% | 5% |
| 58 | Cc1ccc2c(Cl)cc(Cl)c(OCC(=O)NCc3ccco3)c2n1 | 7 | 184 | -64% | 56%* |

Screening data as filed in PubChem.

Not all compounds are listed; the hit share may differ from the screen's.
